# Screening data deposited in PubChem BioAssay by several laboratories.
# N-glyco inh: increase of ERlucT glycosylation luciferase signal, primary screen, N-linked glycosylation inhibitor project, D54 ERlucT cells, luminescence, set 2. AID 588692, 2011. D54 ERlucT glycosylation luciferase reporter, 24 h; percent of 100 nM tunicamycin response. 360,000 compounds, 0.23% hits. reporter increase, % at 12.5 µM;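 active = mean luciferase reporter signal, scaled so untreated is 0 and the glycosylation-blocking control 100, at or above a set limit in every replicate; inconclusive = mean reaches the limit but not every replicate does; inactive = mean below the limit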;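 note: luciferase carries N-glycosylation sites so blocking glycosylation raises the light; 0% = median of neutral control wells and 100% = median of 100 nM tunicamycin wells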
# aDG glyco up: activators of alpha-DG glycosylation, primary screen, uHTS, Pro5-aDG cells, AlphaScreen | alpha-DG glycosylation AlphaScreen (IIH6); 0% Pro5, 100% B10-LARGE cell signal | activation, % at 10 µM | 360,000 compounds, 0.22% hits | AID 624168, 2012;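 active = activation of at least 8% versus controls, or a plate z-score of at least 8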;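 note: Pro5 are CHO cells carrying HIG-tagged alpha-DG that lacks glycosylation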
# Granule exo inh: LAMP-1 surface exposure blockers, TALL-104 cells – cell-based, flow cytometry, MLPCN library, primary screen | TALL-104 LAMP-1 surface exposure; cells stimulated with thapsigargin and PMA | inhibition, % at 10 µM | 360,000 compounds, 0.66% hits;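 active = inhibition above about 55%, limit read from the data; inconclusive = no clear call, values can overlap the other calls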
# Cardio protect: cardioprotection against H2O2-induced cell death, primary screen, uHTS, H9c2 cells, ATPLite luminescence; AID 588492, 2011; protection from H2O2 cell death, % at 20 µM; 360,000 compounds, 0.63% hits; H9c2 cardiomyocytes, H2O2 injury protection, 2 h;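 active = compounds giving at least 50% protection of heart cells from peroxide-induced death in the single-dose screen, raw or plate-pattern-corrected value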;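 note: 0% = DMSO wells with peroxide and 100% = DMSO wells without peroxide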
# iPSC survival up: enhancers of single-cell hiPSC survival, primary screen, ATPlite luminescence; 100% = ROCK inhibitor wells, 0% = DMSO; survival enhancement, % at 20 µM; 360,000 compounds, 0.044% hits; AID 602274, 2012; in the data active = survival enhancement above about 18%;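 note: cells exposed to compounds for 16 hours before the ATP read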
# PDI inh: inhibitors of human PDI, primary screen, biochemical, turbidity, single point, plate reader | Protein disulfide-isomerase (Homo sapiens), P07237 | PDI insulin aggregation turbidity, A650, 90 min | inhibition, % at 10 µM | 350,000 compounds, 0.052% hits | AID 588391, 2011;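 active = mean inhibition across replicates of 30% or more, whatever share of single replicates reach that level; inconclusive = mean inhibition below 30% while every single replicate reaches 30%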;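 note: absorbance from insulin aggregation driven by PDI reduction with DTT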
# Target sequence (P07237 whole entry, looked up): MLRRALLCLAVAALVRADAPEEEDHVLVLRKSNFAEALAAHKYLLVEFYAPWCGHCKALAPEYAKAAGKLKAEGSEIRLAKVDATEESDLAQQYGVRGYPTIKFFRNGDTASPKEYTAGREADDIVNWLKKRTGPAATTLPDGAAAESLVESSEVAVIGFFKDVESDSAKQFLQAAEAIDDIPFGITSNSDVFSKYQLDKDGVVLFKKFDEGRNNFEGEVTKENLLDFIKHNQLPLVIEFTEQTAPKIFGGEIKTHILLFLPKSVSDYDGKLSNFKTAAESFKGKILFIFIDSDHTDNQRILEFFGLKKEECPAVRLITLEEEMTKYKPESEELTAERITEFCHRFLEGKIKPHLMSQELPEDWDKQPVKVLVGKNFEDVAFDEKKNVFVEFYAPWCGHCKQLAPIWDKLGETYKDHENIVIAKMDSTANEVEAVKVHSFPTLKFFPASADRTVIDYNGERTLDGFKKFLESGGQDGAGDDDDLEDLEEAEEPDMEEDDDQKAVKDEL
# ABCB6 inh 2: ABCB6 transporter inhibitors, primary screen, K562-ABCB6 cells, flow cytometry, MLPCN library; ATP-binding cassette sub-family B member 6 (Homo sapiens), Q9NP58; K562-ABCB6 porphyrin accumulation, 1 h; active compounds read low; fluorescence ratio to DMSO, % at 10 µM; 360,000 compounds, 0.19% hits; AID 602162, 2011;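 active = fluorescence ratio to DMSO below 75%, the collection mean minus 3 SD; inconclusive = too few cells collected in the well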;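 note: signal is porphyrin accumulated inside mitochondria; 100% equals median channel fluorescence of DMSO control wells; lower ratio means ABCB6 inhibition with less porphyrin fluorescence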
# CaV13 ICDI inh: Disruptors of the CACNA1D IQ motif to Ca2+-dependent inactivation inhibitor domain association, primary screening, Förster resonance energy transfer in intact living …; HEK cells, CFP/YFP FRET ICDI-IQ, plate reader, 10 min; percent FRET-ratio fall versus neutral wells; inhibition, % at 12.3 µM; 340,000 compounds, 0.098% hits; AID 743397;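 active = mean replicate inhibition of at least 30% and at least 1% of replicates passing that level; inconclusive = only one of the two criteria is met; inactive = neither criterion is met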;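 note: 0% = median of the neutral control wells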
# Vif imaging: HIV Vif self-association inhibitors, primary screen, imaging, HEK293T, single point; 340,000 compounds, 0.35% hits; AID 602346, 2012; inhibition, % at 7.49 µM; HEK293T cells, Vif self-association by quenched fluorescence, 24 h; in the data active = inhibition above about 50%, passing the limit was not always enough; inconclusive = no clear call, values can overlap the other calls; inactive = below about 31%; note: some results filed as inactive read as strong as hits
# m5-HT2A agonist: mouse Htr2a agonists via beta-arrestin recruitment, primary screen, cell-based, luminescence. 5-hydroxytryptamine receptor 2A (Mus musculus), P35363. CHO-K1 mHTR2A beta-arrestin complementation; percent of 30 µM serotonin response. activation, % at 7.6 µM. 360,000 compounds, 0.66% hits;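 active = activation above a run cutoff, the mean activation of all tested compounds plus 3 SD, cut at about 14% in these data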;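 note: 0% = plate median of compound wells and 100% = 30 µM serotonin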
# Target sequence (P35363 whole entry, looked up): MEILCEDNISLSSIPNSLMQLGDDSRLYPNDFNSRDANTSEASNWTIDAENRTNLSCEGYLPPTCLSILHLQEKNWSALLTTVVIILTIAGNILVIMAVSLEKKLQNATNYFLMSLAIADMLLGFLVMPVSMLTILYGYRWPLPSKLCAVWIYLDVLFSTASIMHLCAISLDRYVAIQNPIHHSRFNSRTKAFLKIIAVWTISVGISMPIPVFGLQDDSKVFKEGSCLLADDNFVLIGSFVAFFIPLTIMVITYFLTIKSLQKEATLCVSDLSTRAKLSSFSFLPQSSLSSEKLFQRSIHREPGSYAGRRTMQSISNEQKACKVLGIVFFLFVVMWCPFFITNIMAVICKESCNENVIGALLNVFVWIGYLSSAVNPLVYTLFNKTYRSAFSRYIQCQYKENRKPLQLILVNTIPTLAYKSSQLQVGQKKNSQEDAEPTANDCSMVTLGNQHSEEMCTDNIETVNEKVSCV
# * = called active by the depositor; u = inconclusive; x = not tested or not shown; + = active, no number. An unsorted share of the library. Share with any hit: about 3.1%.
SMILES,N-glyco inh,aDG glyco up,Granule exo inh,Cardio protect,iPSC survival up,PDI inh,ABCB6 inh 2,CaV13 ICDI inh,Vif imaging,m5-HT2A agonist
Brc1cnc2ccccc2c1N1CCCCC1,0,-0.1,-6,-3,-0.8,-2,97,-4,9,-1
COc1ccc(N2CCN(C(=O)NC(=O)c3ccccc3)CC2)cc1,2,0.1,6,4,-0.1,-2,99,-6,-7,10
CC(=O)N1CN(Cc2ccccn2)Cc2c1sc1c2CCCC1,3,-0.5,3,9,1.6,5,121,-5,13,-5
COc1cccc(C2NC(=O)c3sc(=S)n(-c4ccccc4)c3N2)c1 (configuration not stated),-1,-0.3,-1,7,-0.5,2,99,x,2,0
Cc1cc(C(=O)COC(=O)c2ccc(O)cc2)c(C)n1CC1CCCO1 (configuration not stated),-15,-0.4,0,-14,0.0,11,96,-5,-11,-3
Cc1ccc(S(=O)(=O)NC(CC(=O)NCc2ccco2)c2ccco2)cc1 (configuration not stated),1,-0.2,-1,3,1.3,-4,99,0,1,3
Cc1ccc2c(C)c(C(=O)NCC3CCOCC3)oc2c1C,-1,0.2,7,3,-0.3,-4,96,-5,-1,2
CCCCCn1c(CN2CCN(C(=O)c3ccco3)CC2)nc2c1c(=O)n(C)c(=O)n2C,6,0.3,-1,16,-2.2,x,97,-5,1,-1
CN1C(=O)C(C)(C)c2cc(S(=O)(=O)N3CCN(c4ccccc4F)CC3)ccc21,-2,0.1,1,-5,-0.5,x,96,-9,-13,-3
O=S(=O)(NC1=NCCCCC1)c1ccc(F)cc1F,1,0.0,0,4,-0.3,-4,95,-3,-3,3
C=CCn1c(=NC(=O)c2cc(-c3cccs3)nc3ccccc23)sc2cc(S(N)(=O)=O)ccc21,-3,-0.2,-2,24,0.6,-12,106,-5,0,4
COc1cc2[nH]c(=O)n(CCC(=O)N3CCN(c4cccc(C)c4C)CC3)c(=O)c2cc1OC,0,-0.2,2,6,0.0,0,98,-4,0,1
O=C(COC(=O)C1COc2ccccc2O1)Nc1ccc2c(c1)CCC2 (configuration not stated),2,0.1,0,7,1.1,-6,111,x,1,-2
Oc1ccc(/C=N/Nc2ccnc3cc(Cl)ccc23)c(O)c1O,0,-0.1,-1,37,-0.5,-4,100,-4,2,-9
COc1ccc2c(c1)OC(c1ccccc1)(C(F)(F)F)NC2=O (configuration not stated),3,-0.2,8,-6,-0.8,-5,99,-4,x,13
O=c1ccn([C@@H]2O[C@H](CNCc3ccc(-n4cccn4)cc3)[C@@H](O)[C@H]2O)c(=O)[nH]1,3,0.1,-2,-4,8.2,-3,101,-5,96*,11
CCCCONc1ncnc2nonc12,1,0.9,6,4,1.3,-1,97,-14,-8,3
NC(=O)COc1ccc(NS(=O)(=O)Cc2ccccc2)cc1,-1,0.1,-6,9,-0.7,-1,101,-3,-3,3
CCOC(=O)c1cc2c(=O)n3ccccc3nc2n(Cc2ccc(Cl)cc2)c1=N,1,0.4,1,-1,-0.2,-2,96,+,-3,0
COc1ccccc1CNc1nc(Nc2cccc(-c3cnco3)c2)c2sccc2n1,-3,0.5,u,-17,2.8,10,96,-12,-5,4
Cc1ccc(NC(=O)c2ccc3nc[nH]c3c2)cc1C,-5,-0.1,-2,-6,-1.3,-12,99,-19,6,-3
O=c1[nH]c(=O)n(C2OC(CO)C(O)C2O)cc1F (configuration not stated),1,0.1,-4,2,-1.8,-8,90,x,18,0
C=CCn1c(SCC(=O)NCCc2ccccc2)nnc1C(C)NC(=O)c1cccs1 (configuration not stated),0,2.5,4,5,-0.7,-2,98,-3,-3,-1
COc1ccc(NC(=S)N2CCN(S(C)(=O)=O)CC2)cc1OC,4,0.1,1,5,0.7,-4,98,-5,x,-4
Cc1ccc(NC(=O)Cn2cccc2)c(C)c1,0,-0.2,-5,0,-1.9,7,98,-5,22,-4
Cc1sc(NC(=O)C2C3CCC(C3)C2C(=O)O)c(C(N)=O)c1-c1ccc(C(C)(C)C)cc1 (configuration not stated),-1,0.4,-1,-1,0.8,-5,94,-3,-5,1
COc1ccccc1NC(=O)c1ccc(Cl)c(S(=O)(=O)N2CCCCC2)c1,-4,-0.1,-8,0,-0.5,6,95,-6,x,0
COc1nn(-c2nc(-c3ccccc3)cc(C(F)(F)F)n2)cc1[N+](=O)[O-],1,-0.1,-4,-11,1.3,1,103,-8,-6,3
O=C1C2C3C=CC(C3)C2C(=O)N1c1ccc(N2CCN(c3ccccn3)CC2)c([N+](=O)[O-])c1 (configuration not stated),-5,1.2,0,-14,-0.7,-5,99,-6,-15,4
CC1CCC2(CC1)NC(=O)N(CC(=O)c1ccc(Cl)s1)C2=O (configuration not stated),0,0.2,-22,-2,-0.4,0,93,-7,-1,0
CC(=O)Nc1ccc(-c2ccnc3c2CC(C)(C(=O)Nc2ccccc2)O3)cc1 (configuration not stated),-5,0.1,-17,2,-0.9,-2,120,-5,3,10
COc1cccc(/C=N/NC(=O)CNC(=O)c2ccc3c(c2)OCCO3)c1O,0,0.3,-1,66*,1.2,u,100,-6,5,-1
C=C(C)c1sc(-c2ccc(Cl)cc2)nc1C,-2,-0.3,-5,-5,6.7,-14,94,-7,6,0
C#Cc1cccc(C(=O)NC2CCCN(C3Cc4ccccc4C3)C2)c1 (configuration not stated),-1,0.2,2,2,1.6,-4,98,-14,0,-8
CNC(=O)NCC12CC3CC(CC(C3)C1)C2,0,-0.2,-3,0,-0.3,6,100,x,1,-3
COc1ccc(OC)c(CCNC(=O)c2ccccc2NC(=O)C2=C(C)OCCS2)c1,0,-0.1,-1,2,-0.8,-7,91,-4,-9,7
O=S(=O)(c1ccc2ccccc2c1)N(CC(O)CN1CCOCC1)c1ccccc1 (configuration not stated),-3,-0.2,0,2,-1.8,-4,92,-7,-3,-4
CCOC(=O)c1ccc2cccc(C)n2c1=O,0,-0.2,-2,11,6.9,9,100,x,0,1
COc1ccc(C(=O)C2CCCN(C(=O)c3ccc(C(C)=O)s3)C2)c(C)c1 (configuration not stated),0,0.1,-2,-3,1.3,-1,90,-7,-3,0
CCc1ccc(S(=O)(=O)N2c3ccc(C)cc3C3CN(C)CCC32)cc1 (configuration not stated),-4,-0.5,3,-5,-0.5,-1,87,-6,-4,-5
CC1CC(C)CN(CCCNS(=O)(=O)c2ccc3c(c2)CCN3C(=O)C2CC2)C1 (configuration not stated),-1,-0.2,-4,1,-0.3,0,97,-15,14,-6
O=C1c2ccsc2SCCN1Cc1c(Cl)cccc1Cl,0,-0.3,-1,-1,-1.6,1,100,1,x,6
COc1cc2c(cc1NC(=O)c1cccc([N+](=O)[O-])c1)oc1ccccc12,0,-0.6,0,-29,2.8,-4,90,-7,6,0
O=S1(=O)CCC(N=Nc2c(O)n(Cc3ccccc3)c3ccccc23)C1 (configuration not stated),-4,-0.2,2,-4,0.0,0,96,-8,-4,-5
O=C1CC(c2ccco2)CC(O)=C1C=Nc1ccccc1-c1ccccc1 (configuration not stated),4,-0.5,-1,-6,1.6,-2,97,-3,-1,-1
O=C(O)c1nccnc1C(=O)Nc1ccc(Cl)cn1,0,-0.1,-2,2,1.0,4,96,-10,2,3
O=C(Nc1ccc(-c2csc(Nc3ccccc3)n2)cc1)c1cccc(C(F)(F)F)c1,-9,-0.5,11,-10,-1.5,-4,94,-6,18,-1
COc1ccc(NS(=O)(=O)c2cnc[nH]2)cc1,1,-0.4,-4,5,0.0,5,102,-2,2,0
C=CCc1ccc(OCCOCCOc2ccc(C)cc2[N+](=O)[O-])c(OC)c1,0,0.6,1,-26,8.6,-6,95,x,-8,-1
C#CCn1c(=NC(=O)c2ccc(S(=O)(=O)N3CCCc4ccccc43)cc2)sc2cc(S(N)(=O)=O)ccc21,-7,1.4,-2,-6,1.8,9,92,-3,-1,-3
CCOC(=O)Cc1ccc(NCc2ccc(Cl)cc2)cc1,2,-0.1,-1,-11,0.2,2,99,-7,1,-3
O=C(NCc1ccccc1C(F)(F)F)C1CCC(=O)N(C2CC2)C1 (configuration not stated),1,-0.2,-2,6,-0.5,9,104,-7,-19,2
CC1CC(C)CN(C(=O)COC(=O)/C=C/c2ccco2)C1 (configuration not stated),0,0.5,1,5,0.5,-7,94,-15,20,-1
COc1ccc(OC)c(Nc2ncnc3sc(-c4ccccc4)cc23)c1,-1,0.6,-7,-8,-1.2,-3,92,-6,-1,-1
CCN(CC)C(=O)Oc1nnc(SC(C)C)n1-c1ccc(Cl)c(Cl)c1,-3,0.0,2,-1,-0.2,4,95,-5,-25,0
O=C1C2C3C=CC(CC3)C2C(=O)N1c1ccccc1F (configuration not stated),-3,0.2,5,1,-0.7,2,95,-17,-10,5
CC(C)C(=O)c1cc2c(cc1NC(=O)c1cccs1)OCCO2,0,0.1,75*,-1,-1.1,-6,93,-3,-7,3
COCCN1CC(C(=O)NCc2ccccc2-n2ccnc2C)CCC1=O (configuration not stated),2,0.2,-18,-2,0.2,3,102,-6,-7,7
CC(NC(=O)C1CCCN1C(=O)OC(C)(C)C)C(=O)OCc1ccccc1 (configuration not stated),-7,-0.2,14,-7,0.6,x,97,-8,4,-1
CNC(=O)Nc1cccc(NC(=O)NC)n1,7,-0.2,-1,31,6.9,2,93,-5,6,7

# (further entries)
SMILES,N-glyco inh,aDG glyco up,Granule exo inh,Cardio protect,iPSC survival up,PDI inh,ABCB6 inh 2,CaV13 ICDI inh,Vif imaging,m5-HT2A agonist
CCCCn1c(C)csc1=Nc1cccnc1,-1,0.1,0,-1,-1.6,3,100,-4,-1,4
COc1ccc(-n2cc([N+](=O)[O-])c(=O)c3ccc(Cl)cc32)cc1,-1,0.0,-5,14,0.0,0,98,1,3,3
Cc1ccc(NC(=O)COC(=O)c2cccc(N3C(=O)c4ccccc4C3=O)c2)cc1,2,0.6,9,-2,0.0,10,100,-2,6,-2
CCc1nc2ccc(C(=O)Nc3ccc4c(c3)OCC(=O)N4)cn2c1N(C)C(=O)Cc1ccccc1,4,-0.1,9,18,1.3,7,95,-5,-4,-2

# Of the compounds above, two have a COOH group.
SMILES,N-glyco inh,aDG glyco up,Granule exo inh,Cardio protect,iPSC survival up,PDI inh,ABCB6 inh 2,CaV13 ICDI inh,Vif imaging,m5-HT2A agonist
Cc1sc(NC(=O)C2C3CCC(C3)C2C(=O)O)c(C(N)=O)c1-c1ccc(C(C)(C)C)cc1 (configuration not stated),-1,0.4,-1,-1,0.8,-5,94,-3,-5,1
O=C(O)c1nccnc1C(=O)Nc1ccc(Cl)cn1,0,-0.1,-2,2,1.0,4,96,-10,2,3
